From PubChem BioAssay
RGS4 inhibitor: Inhibitors of Regulator of G Protein Signaling (RGS) 4: qHTS; Regulator of G-protein signaling 4 (Homo sapiens), P49798; Transcreener GDP fluorescence polarization, RGS4-accelerated GTP hydrolysis; hit rate 0.039% among 390,000; Potency, µM (titrated, usually from 114 µM), inactives show at the top dose activity change, negative = inhibition, hits mostly inhibitors; AID 504845, 2011; note: potency is the fitted concentration of half-maximal effect; % is set by controls: 0 for no effect and ±100 for the full control effect; nearly all actives have a fitted effect of over 75% in size; some results filed as inactive show a strong effect at the top dose
Target sequence (P49798 whole entry, looked up): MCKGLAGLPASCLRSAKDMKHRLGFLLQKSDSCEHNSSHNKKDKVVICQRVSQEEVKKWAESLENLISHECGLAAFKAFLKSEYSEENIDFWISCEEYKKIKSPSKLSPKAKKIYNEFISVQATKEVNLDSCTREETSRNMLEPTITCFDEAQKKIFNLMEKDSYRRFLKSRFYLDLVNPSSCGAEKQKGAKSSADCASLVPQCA
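MLSMR compounds (23 nl, pin-transferred) preincubated 10 min at room temperature with a 500nM (2x) first reagent, then RGS4 at 900nM (2x) plus Transcreener GDP mix added; fluorescence polarization (620/688 nm) read before and after 90 min at 30 °C.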
POLB inh: qHTS Assay for Inhibitors of DNA Polymerase Beta. Potency, µM (doses to about 114 µM), for inactives: top-dose activity change, negative = inhibition, hits mostly inhibitors. hit rate 1.3% among 340,000. P06746. Pol beta primer extension/strand displacement, fluorescence kinetic; note: potency is the fitted concentration of half-maximal effect; % is set by controls: 0 for no effect and ±100 for the full control effect
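Kinetic readout of DNA synthesis with strand displacement by Pol beta. Compound and 10 nM enzyme sit 15 min at room temperature; 50 nM substrate starts the reaction, read immediately and at 10 min.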
Pol eta inh: qHTS for Inhibitors of Polymerase Eta | hit rate 1.2% among 390,000 | DNA polymerase eta (Homo sapiens), Q9Y253 | recombinant Pol eta, fluorescent DNA replication assay | Potency, µM (titrated, usually from 114 µM), for the others: at the top dose activity change, negative = inhibition, usual class: inhibitors; note: potency is the fitted concentration of half-maximal effect; % is set by controls: 0 for no effect and ±100 for the full control effect
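Fluorescent replication assay: 50 nM final substrate added after a 15 min room-temperature compound preincubation with 10 nM enzyme. Signal taken at 0 min and again at 10 min.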
ERG-DNA inh: qHTS for Small Molecule Inhibitors of the ERG Ets/DNA interaction. Potency, µM (titrated, usually from 76.9 µM), for the others: at the highest dose FP activity, negative = inhibition, actives largely listed as inhibitors. hit rate 0.028% among 370,000. Transcriptional regulator ERG (Homo sapiens), P11308. fluorescence polarization, His-ERG Ets domain / labelled DNA; active = well fitted inhibition curve with a large enough effect in the polarisation, with a control signal flat; inconclusive = small, poorly fitted or top-dose-only effect, or effect the other way, or a change in a side signal; inactive = no such curve, though single readings can be large or run the other way; the % refers to the polarisation;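 note: polarization taken with two DNA probes labelled with fluorescein and Texas red; potency is the fitted concentration of half-maximal effect; % of control where 0% means no effect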
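His-tagged ERG Ets domain (1 uM in the protein solution; 300mM KCl, 50mM Tris-HCl, 1mM EDTA, 1mM DTT, pH 7.5) received compound, then a probe mix of 5 nM fluorescein-DNA and 100nM Texas-615-DNA. Fluorescence polarization was read for both dyes.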
ALOX12 inh: Primary qHTS assay for inhibitors of human arachidonate 12S-lipoxygenase (ALOX12): Round 2 | Polyunsaturated fatty acid lipoxygenase ALOX12 (Homo sapiens), P18054 | purified 12hLO, xylenol orange hydroperoxide absorbance | Potency, µM (titrated, usually from 108 µM), inactives show top-dose activity change, negative = inhibition, hits mostly inhibitors | hit rate 1.1% among 580,000 | AID 1671190, 2021; note: potency is the fitted concentration of half-maximal effect; % is set by controls: 0 for no effect and ±100 for the full control effect
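Purified human 12hLO at 150 nM in 25 mM Hepes, 0.01% Triton X-100, pH 7.0, preincubated 15 min at room temperature with compound. Reaction started with 40 uM arachidonic acid, 30 min at room temperature. Hydroperoxide measured by Fe-xylenol orange, 573/405 nm absorbance ratio.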
POLK inh: qHTS for Inhibitors of Polymerase Kappa; purified Pol kappa, fluorescent DNA synthesis assay, 10 min; Potency, µM (titrated, usually from 107 µM), for inactives: at the highest dose activity, negative = inhibition, actives largely listed as inhibitors; DNA polymerase kappa (Homo sapiens), Q9UBT6; AID 588579, 2011; hit rate 0.53% among 400,000; note: potency is the fitted concentration of half-maximal effect; % is set by controls: 0 for no effect and ±100 for the full control effect
Target sequence (Q9UBT6 whole entry, looked up): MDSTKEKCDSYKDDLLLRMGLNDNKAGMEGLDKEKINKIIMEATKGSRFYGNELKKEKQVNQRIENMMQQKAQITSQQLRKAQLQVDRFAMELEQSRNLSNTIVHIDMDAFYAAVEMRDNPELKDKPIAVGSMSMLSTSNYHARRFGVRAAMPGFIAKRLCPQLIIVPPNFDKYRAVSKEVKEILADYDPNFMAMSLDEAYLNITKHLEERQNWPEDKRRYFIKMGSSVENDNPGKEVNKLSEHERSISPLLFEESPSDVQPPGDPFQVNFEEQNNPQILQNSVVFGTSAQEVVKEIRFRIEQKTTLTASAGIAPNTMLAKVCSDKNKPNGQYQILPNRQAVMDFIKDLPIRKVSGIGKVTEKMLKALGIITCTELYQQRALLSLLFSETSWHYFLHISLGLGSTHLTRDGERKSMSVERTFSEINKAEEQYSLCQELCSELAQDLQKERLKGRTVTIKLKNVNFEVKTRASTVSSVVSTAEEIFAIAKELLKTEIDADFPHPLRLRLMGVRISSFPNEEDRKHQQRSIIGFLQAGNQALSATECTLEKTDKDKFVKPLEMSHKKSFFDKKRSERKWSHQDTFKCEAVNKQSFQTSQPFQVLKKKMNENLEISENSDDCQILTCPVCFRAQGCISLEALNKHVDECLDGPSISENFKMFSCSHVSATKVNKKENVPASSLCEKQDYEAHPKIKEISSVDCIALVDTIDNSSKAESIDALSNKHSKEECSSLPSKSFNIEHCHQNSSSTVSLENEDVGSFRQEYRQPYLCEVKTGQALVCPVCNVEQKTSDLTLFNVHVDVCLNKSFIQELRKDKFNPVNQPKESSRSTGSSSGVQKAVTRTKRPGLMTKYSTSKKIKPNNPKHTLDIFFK
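Kinetic fluorescence readout at 0 and 10 min followed reaction start with substrate at 50 nM final. Beforehand, enzyme (10 nM Pol kappa) stood 15 min with compound at room temperature; buffer-only wells were negative controls.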
LDHA inh: qHTS assay for inhibitors of human lactate dehydrogenase. L-lactate dehydrogenase A chain (Homo sapiens), P00338. activity change, % (values are at about 110 or 230 µM). purified LDHA, NADH/diaphorase-resazurin fluorescence; stronger effect = lower value. hit rate 0.15% among 480,000. AID 1347041, 2019; in the data active = activity change below about -30%; inconclusive = mostly about -25% to -30%;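 note: plate controls were DMSO wells for no effect and wells without enzyme for full effect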
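Remaining NADH was detected by diaphorase (0.133 mg/mL) converting 37 µM resazurin to fluorescent resorufin, read at 0 and 20 minutes. The preceding 5-minute room-temperature reaction used 2 nM LDHA, 0.2 mM sodium pyruvate and 0.06 mM NADH at pH 7.4.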
APEX1 inh: qHTS Assay for Inhibitors of the Human Apurinic/apyrimidinic Endonuclease 1 (APE1) | DNA repair nuclease/redox regulator APEX1 (Homo sapiens), P27695 | recombinant APE1, TAMRA/BHQ-2 abasic DNA cleavage fluorescence | Potency, µM (doses to about 65.8 µM), without a hit: at the highest dose activity change, negative = inhibition, hits mostly inhibitors | hit rate 0.35% among 350,000 | AID 2517, 2012;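 note: potency is the fitted concentration of half-maximal effect; plate controls were vehicle for no effect and reference inhibitor for full effect; nearly all actives have a fitted effect of over 55% in size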
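Incision of a quenched TAMRA/BHQ-2 THF abasic-site duplex (50 nM) by 0.75 nM APE1, after 15 min compound preincubation, measured as fluorescence increase over three 60 s reads. Values normalized to buffer, DMSO and NSC13755 control wells.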
Anesthetic bind: qHTS Assay for Identification of Novel General Anesthetics; AID 485281, 2010; apoferritin/1-aminoanthracene competitive binding, fluorescence; Potency, µM (series often up to 77.5 µM), for the others: at the highest dose activity change, negative = displacement, most hits filed as inhibitors; hit rate 0.074% among 350,000; Ferritin light chain (Equus caballus), P02791; note: potency is the fitted concentration of half-maximal effect; % is set by controls: 0 for no effect and ±100 for the full control effect; nearly all actives have a fitted effect of over 20% in size
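Horse-spleen apoferritin (10 uM) in 50% saturated 1-aminoanthracene in PBS was incubated 10 min at room temperature with compound. Fluorescence (ex 380, em 535 nm) was normalized to free and bound 1-AMA, with concentration-response fitted by a four-parameter Hill equation.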
* = called active by the depositor; i = inactive; ? = inconclusive; / = no result given; & = joins results of further samples; [ ] = remark or other dose. Unless noted, calls come from the whole dose curve; as a rule, active = well fitted curve in the direction sought with a large enough effect; inconclusive = small, poorly fitted or top-dose-only effect, or another doubt; inactive = no such curve, though single readings can be large; an effect the other way counts as inactive or inconclusive.

SMILES	RGS4 inhibitor	POLB inh	Pol eta inh	ERG-DNA inh	ALOX12 inh	POLK inh	LDHA inh	APEX1 inh	Anesthetic bind
COc1cc(-c2ccccc2)nc2ccccc12	30%	7%	1%	-11%	19%	-6%	-5	4%	-15%
O=C(N/N=C/c1cccc([N+](=O)[O-])c1)c1nc2ccccc2c(=O)[nH]1	-15%	0%	-11%	-4%	-3%	-10%	-6	1%	-1%
COc1ccc(N2CCN(S(=O)(=O)CCNC(=O)C(c3ccccc3)c3ccccc3)CC2)cc1	-3%	-1%	-21%	-2%	?	-5%[60.1 µM]	1	/	77%[activator]
COCc1cc(C)nc(SCc2ccccc2)c1C#N	19%	-4%	-16%	7%	15%	-3%	-6	-5%	-18%
Cn1c(SCC(=O)Nc2sc3c(c2C#N)CCC3)nnc1C1COc2ccccc2O1 (centres undefined)	-15%	1.8µM*	?	-8%	-4%	-29%	-6	?	-15%
CC1CCN(C(=O)c2ccccc2NS(=O)(=O)c2ccccc2)CC1	5%	23%	-14%	7%	-5%	-2%	-3	17%	-10%
CC1=NN(C(=O)c2ccc(Cn3nc(C)c([N+](=O)[O-])c3C)cc2)C(O)(C(F)(F)F)C1 (centres undefined)	35%	8%	-6%	-6%	12%	-1%	-14	3%	-20%
Cc1ccc2[nH]c(=O)c(CN(CCCO)S(=O)(=O)c3c(C)ccc4nsnc34)cc2c1	-11%	-6%	-11%	/	1%	-7%	-1	-4%	15%
Cc1ccc(C(=O)N2CCN(c3ccc(N4CCOCC4)nn3)CC2)cc1	50%	/	-15%	-2%	11%	-11%	-4	5%	/
COCCN(CCOC)Cc1c(O)ccc2c1O/C(=C\c1ccc(C)o1)C2=O	-29%	2%	-9%	-6%	?	-19%	12	-8%	69%[activator]
Cc1cc(CNC(=O)COc2c(F)c(F)cc(F)c2F)c2ccccc2n1	-37%	44%	-17%	-3%	0%	11%[60.1 µM]	-4	16%	-7%
O=C(NC1CCCCC1)C1CC(=O)N(Cc2ccccc2)C1 (centres undefined)	8%	23%	-1%	6%	-14%	1%	-7	1%	0%
N#Cc1ccc(Cl)cc1NC(=O)CNCc1cccs1	25%	-2%	-15%	10%	0%	-10%	-22	-10%	5%
CC(=O)Nc1ccc(NC(=S)NC(=O)c2ccc(-c3ccccc3)cc2)cc1	0%	/	-9%	11%	?	-1%	-4	/	/
CCOC(=O)c1c(NC(=O)c2ccc(OC)c(OC)c2)sc2c1CCCCC2	-41%	?	-25%	2%	-29%	-19%	-6	/	0%
COc1ccccc1NC(=S)N/N=C/c1ccc(O)cc1	0%	23%	?	4%	?	-14%	-9	10%	-10%
O=C(C1CC(=O)N(C2CCCC2)C1)N1CCN(c2cccc(C(F)(F)F)c2)CC1 (centres undefined)	-1%	/	-15%	-8%	8%	-5%	-16	13%	/
COc1ccc(N(C(C)C(=O)N/N=C/c2ccc(OC(C)C)cc2)S(C)(=O)=O)cc1 (centres undefined)	-10%	1%	-12%	1%	9%[57.4 µM]	-9%	1	-1%	?
Cc1[nH]c2ccccc2c1C(=O)C(=O)N1CCOCC1	-3%	19%	-19%	0%	i	4%	-2	34%	-4%
CCn1c(=O)c(C(=O)CN(C)CC(=O)Nc2cccc(F)c2)c(N)n(Cc2ccccc2)c1=O	-9%	/	-21%	14%	364%[activator]	-7%	-2	1%	/
CC12C(=O)N(c3cccc(OC(=O)c4ccco4)c3)C(=O)C1C1c3ccccc3C2c2ccccc21 (centres undefined)	-11%	?	-14%	6%	-14%	-2%	-2	-2%	-1%
CC(Oc1ccc(Cl)cc1Cl)C(=O)NCCN1CCOCC1 (centres undefined)	-1%	0%	-19%	-1%	4%[57.4 µM]	-6%	-1	1%	-6%
CC(C)Oc1ccc(C(CC(=O)O)NC(=O)C2CCCCC2)cc1 (centres undefined)	-44%	51%	-9%	8%	4%	7%	3	-6%	-8%
O=C(N/N=C/c1ccc(O)c(O)c1)c1cccc(S(=O)(=O)N2CCCC2)c1	-6%	/	?	-11%	?	-43%	10	40%	/
Cc1ccn(CC(=O)N2CCCC(C(=O)c3cccc4ccccc34)C2)n1 (centres undefined)	2%	-19%	-6%	-2%	-7%	7%	0	0%	-18%
More structures follow.
SMILES	RGS4 inhibitor	POLB inh	Pol eta inh	ERG-DNA inh	ALOX12 inh	POLK inh	LDHA inh	APEX1 inh	Anesthetic bind
CCOc1ccccc1NC(=O)c1ccc2c(c1)C(=O)N(CC1CCCO1)C2=O (centres undefined)	16%	18%	1%	-5%	8%	4%	-8	47%[activator]	-7%
O=C(NC(=S)N1CCCCCC1)c1ccccc1	-36%	17%	-16%	3%	-15%	0%	-2	-19%	-22%
Cc1nn(-c2ccccc2)c2[nH]c(=O)c(CNc3ccc4c(c3)OCCO4)cc12	?	28%	-12%	-3%	70%[activator]	-5%	17	3%	?
COc1cccc(N2CC(=O)N(NC(=O)c3sc4nc(C)cc(C)c4c3N)CC2=O)c1	9%	4%	-14%	10%	295%[activator]	-8%	-6	1%	177%[activator]
CC1=C(c2ccc(C)cc2)S(=O)(=O)N(Cc2ccc(C(=O)NCc3ccccc3)cc2)C1=O	-13%	-19%	3%	-4%	-6%	-9%	-7	/	-6%
O=C(c1ccco1)N1CCN(CC(=O)N2CCCc3c2c(=O)oc2ccc(O)cc32)CC1	2%	15%	-6%	2%	-7%	-18%	9	13%	6%
CCc1cc2ccc(OC)cc2nc1SCC(=O)N1CCN(C(=O)c2ccco2)CC1	-20%[56.9 µM]	12%	-17%	-3%	-7%	-2%	2	5%	-5%
N#C/C(=C\C1=C(N2CCOCC2)C(=C/c2cccc([N+](=O)[O-])c2)/CC1)C(=O)Nc1ccccc1F	18%	-1%	-27%	-1%	-12%	-19%	-4	7%	7%
CCOC(=O)c1ccccc1NC(=O)c1c(N)n(C)c(=O)[nH]c1=O	3%	/	-4%	-5%	-24%	-12%	3	/	/
COc1ccc(CNS(=O)(=O)c2ccc(-n3cccn3)cc2)cc1	-19%[56.9 µM]	3%	-13%	0%	-6%	3%	0	3%	-4%
COc1ccccc1-c1ccc(=O)n(CC(=O)NCc2ccc3c(c2)OCO3)n1	3%	13%	-3%	-3%	-12%	-9%	4	-2%	?
N#C/C(=C/c1ccc(CNC(=O)C(=O)Nc2cc(Cl)cc(Cl)c2)o1)C(=O)NCc1cccnc1	3%	16%	-14%	-12%	-7%	-4%	-3	4%	-3%
CN=C(C)/C(C(=O)OC)=C(/O)c1ccc(Cl)cc1Cl	-21%	0%	-11%	-21%	?	-12%	-2	-3%	-1%
COc1cc(CO)ccc1Oc1nnnn1-c1ccc(C(N)=O)cc1	9%	-7%	-15%	-7%	5%	1%	-3	1%	-6%
Cc1cc(NC(=O)c2cnn3cccnc23)nn1CC(=O)Nc1cccnc1	7%	1%	-11%	3%	17%	-8%	-1	29%	0%
Cc1cc2c(OCC(O)CNCc3ccco3)cccc2[nH]1 (centres undefined)	6%	43%	2%	11%	0%	-18%	3	6%	-18%
COc1ccc(OC)c(S(=O)(=O)N2CCN(c3ccccc3OC)CC2)c1	-23%[56.9 µM]	32%	-12%	-3%	?	2%	-1	14%	-5%
Cc1cccc(NC(=O)CSc2nnc(-c3cccs3)o2)c1	12%	38%	-7%	1%	-14%	-24%	-6	/	-9%
COc1ccccc1OCC(=O)Nc1c(C(=O)c2ccc(C)cc2)oc2ccccc12	-4%	36%	-2%	-9%	0%	-18%	1	/	4%
CCc1noc(C)c1C(=O)Nc1nc(-c2ccc(OC)c(OC)c2)cs1	-21%	/	-16%	14%	?	-11%	-4	4%	/
COc1cc(C(=O)O/N=C2/C=C(C)C(=O)C=C2C)cc(OC)c1OC	-21%	16%	-18%	-12%	-5%	-8%	9	2%	-4%
COc1ccc(CCNC(=O)CSc2nnc(Cc3cccn3C)n2C)cc1OC	14%	0%	2%	-15%	-13%	3%	2	-1%	-5%
Cc1cc(C)n2nc(C(=O)OCC(=O)N(C)CC(=O)Nc3ccc(F)cc3)nc2n1	1%	/	-14%	-13%	-10%	-1%	-2	13%	/
COCCNC(=O)c1ccc(CN2CCOCC2)cc1	-29%	41%	-6%	-1%	13%	-2%	-2	4%	2%
O=c1[nH]c(CSc2nc3ccccc3s2)nc2ccccc12	-24%[56.9 µM]	-11%	-4%	1%	2%	0%	0	0%	-14%
Cc1ccc(Nc2c(-c3ccsc3)nc3c(C)cccn23)cc1	-3%&5%	5%	-14%	1%	?	7%&-4%	7&-7	/	42%[activator]
S=C(NCCC1=CCCCC1)Nc1ccccc1	-11%	24%	-11%	1%	-11%	-18%	-6	-11%	-19%

Not all compounds are listed. The share of hits here may be higher or lower than overall.
